Nrf2 inh: Nrf2 pathway inhibition; A549 ARE-Fluc reporter, luciferase luminescence, 18-24 h; Potency, µM (doses to about 46 µM), inactives show top-dose activity change, negative = inhibition, actives largely listed as inhibitors; 360,000 tested, 2.1% active; further: potency means the concentration at half of the fitted maximal effect; on the % scale 0 is the no-effect control and ±100 the full control effect; nearly all actives have a fitted effect of over 60% in size
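Quantitative HTS in A549 cells stably bearing an antioxidant response element-firefly luciferase construct. Inhibition of Nrf2-driven transcription was scored by luminescence after 18-24 h of compound exposure at 37 °C.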
pAkt inh: inhibitors of Akt phosphorylation. 360,000 tested, 0.32% active. AID 651550. Neuro2A IGF-stimulated pAkt S473 HTRF, 20 min; active compounds read low. activity change, % for hits at 50 µM; in the data active means activity change below about -80%; inconclusive means mostly about -51% to -80%; further: on the % scale 0 is the no-effect control and ±100 the full control effect
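Neuro2A cells (4,500/well, DMEM with 0.5% FBS) were treated with compound at a single 50 µM final concentration, stimulated with 6 nM IGF for 20 min at 37 °C, and lysed. Phospho-Akt Ser473 was read by HTRF as 665/615 ratio ×10^4.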
A549 viability: kills or reduces viability of A549 cells in Nrf2 counter-screen; A549 ARE-Fluc cells, CellTiter-Fluor viability, 18-24 h; Potency, µM (titrated, usually from 46 µM), inactives show at the top dose activity change, negative = cytotoxicity, usual class: inhibitors; 390,000 tested, 0.16% active; further: potency means the concentration at half of the fitted maximal effect; on the % scale 0 is the no-effect control and ±100 the full control effect
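A549 ARE-Fluc cells in 5% FBS OPTI-MEM, 5000 cells/well, rested 2 h then exposed to compounds in concentration-response for 18-24 h at 37 °C. Viability by CellTiter-Fluor fluorescence (Ex 405/Em 525) after 30 min; luciferase luminescence (BugLite, 15 min, RT) read afterwards.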
EPAC2 agonist: agonists of human EPAC2 (RAPGEF4); Q8WZA2; EPAC2 activation, biochemical qHTS; response scale: 100% = 6.5 mM cAMP response; Potency, µM (titrated, usually from 154 µM), for inactives: at the top dose activation, hits mostly activators; 360,000 tested, 0.079% active; AID 720711; further: potency means the concentration at half of the fitted maximal effect; nearly all actives have a fitted effect of over 50% in size
Target sequence (Q8WZA2 whole entry, looked up): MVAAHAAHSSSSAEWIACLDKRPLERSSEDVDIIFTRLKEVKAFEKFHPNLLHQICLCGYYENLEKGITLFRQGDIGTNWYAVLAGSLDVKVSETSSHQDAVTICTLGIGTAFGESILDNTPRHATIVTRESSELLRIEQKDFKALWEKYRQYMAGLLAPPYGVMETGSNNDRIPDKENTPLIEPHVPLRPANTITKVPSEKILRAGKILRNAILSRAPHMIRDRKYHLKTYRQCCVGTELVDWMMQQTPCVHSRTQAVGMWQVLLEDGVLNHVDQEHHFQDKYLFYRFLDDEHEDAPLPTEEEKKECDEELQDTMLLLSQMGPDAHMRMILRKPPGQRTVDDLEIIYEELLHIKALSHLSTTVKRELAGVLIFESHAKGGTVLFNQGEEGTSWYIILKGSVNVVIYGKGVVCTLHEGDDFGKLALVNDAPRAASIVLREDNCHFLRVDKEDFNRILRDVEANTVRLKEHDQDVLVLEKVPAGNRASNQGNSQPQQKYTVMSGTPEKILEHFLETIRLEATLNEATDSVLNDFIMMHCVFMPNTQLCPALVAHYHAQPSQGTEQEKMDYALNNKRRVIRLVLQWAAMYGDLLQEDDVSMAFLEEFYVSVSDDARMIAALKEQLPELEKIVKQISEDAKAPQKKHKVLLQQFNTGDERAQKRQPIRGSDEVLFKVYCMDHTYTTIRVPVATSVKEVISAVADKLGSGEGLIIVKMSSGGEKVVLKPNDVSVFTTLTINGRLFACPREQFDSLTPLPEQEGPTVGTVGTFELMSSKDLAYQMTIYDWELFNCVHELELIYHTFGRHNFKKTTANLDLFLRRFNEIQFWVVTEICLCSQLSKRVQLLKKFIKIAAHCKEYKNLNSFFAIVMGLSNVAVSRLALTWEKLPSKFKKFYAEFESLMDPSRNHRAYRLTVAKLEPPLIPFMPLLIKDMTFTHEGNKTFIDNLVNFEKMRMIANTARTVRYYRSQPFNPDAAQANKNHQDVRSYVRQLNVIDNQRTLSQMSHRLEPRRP
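EPAC2 (100 nM) mixed with Rap1B loaded with BODIPY-GDP (250 nM) plus 50 uM unlabeled GDP; compounds pinned in, 5 min RT, then read every 5 min for 30 min (ex 480, em 540 nm). Normalized to cAMP control.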
MmCpn inh: inhibitors of Methanococcus maripaludis chaperonin (MmCpn); Potency, µM (top dose mostly 76.9 µM), without a hit: at the top dose activity, negative = inhibition, hits mostly inhibitors; purified Mm-Cpn ATPase, ADP Transcreener TR-FRET; 330,000 tested, 0.031% active; AID 504842; further: potency means the concentration at half of the fitted maximal effect; on the % scale 0 is the no-effect control and ±100 the full control effect; nearly all actives have a fitted effect of over 80% in size
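Purified archaeal Mm-CPN (25nM final) preincubated 10 min at 37degC with compound, then 10uM ATP for 30 min at 37degC; ADP measured by HTRF Transcreener TR-FRET; buffer 30 mM TRIS pH 7.4, 100mM KCl, 5mM MgCl2, 1mM DTT.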
CCT modulator: cytosolic chaperonin activity modulation; purified chaperonin ATPase assay, HTRF ADP detection, 30 min; activity change, % (test concentration not listed), hits read low; 360,000 tested, 0.3% active; in the data active means activity change below about -30%; further: on the % scale 0 is the no-effect control and ±100 the full control effect
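Nucleotide hydrolysis assay: TRiC at 20–40 nM final (set by batch activity) with 10 uM ATP, 30 min at 37 °C, in presence of 76 uM compound. Detection by competitive ADP HTRF, 30 min ambient.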
TGFb inhibitor: inhibitors of TGF-b signaling | HepG2 CAGA-GFP TGF-b/SMAD3 reporter, GFP fluorescence, 18 h; TGF-beta stimulated, 500 pg/mL final | Potency, µM (top dose mostly 46.1 µM), without a hit: top-dose activity, negative = inhibition, actives largely listed as inhibitors | 410,000 tested, 1.2% active; further: potency means the concentration at half of the fitted maximal effect; on the % scale 0 is the no-effect control and ±100 the full control effect; nearly all actives have a fitted effect of over 65% in size
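GFP signal (ex488/em500-530) from TGF-beta-stimulated HEPG2 CAGA-GFP cells, 500 pg/mL final, 18 h at 37 degrees C in DMEM plus 1% FBS, normalized to unstimulated and DMSO-stimulated controls.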
EPAC2 antag: blocks human EPAC2 exchange factor. Q8WZA2. EPAC2 GEF exchange of Rap1B-BODIPY-GDP, fluorescence. Potency, µM (top dose mostly 114 µM), inactives show at the top dose activity, negative = inhibition, actives largely listed as inhibitors. 360,000 tested, 0.18% active. AID 720708; further: potency means the concentration at half of the fitted maximal effect; on the % scale 0 is the no-effect control and ±100 the full control effect; nearly all actives have a fitted effect of over 45% in size; many of its hits are not listed in these tables
Nrf2 ARE act: activates Nrf2 signaling; 410,000 tested, 0.31% active; AID 624171; AREc32 ARE-luciferase reporter (MCF7-derived line), luminescence, 24 h; Potency, µM (titrated, usually from 46.1 µM), for the others: at the highest dose activation, most hits filed as activators; further: potency means the concentration at half of the fitted maximal effect; % of control where 0% means no effect; nearly all actives have a fitted effect of over 65% in size
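AREc32_Fluc, 1000 cells/well, OPTI-MEM + 5% FBS, o/n 37 deg C 5% CO2; 23 nL cpd by pin tool, 24 hr; Steady-Glo 30 min RT, luminescence.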
Starred values were filed as active, the others as inactive; i = inactive; ? = inconclusive; nt = not tested or not shown; [ ] = remark or other dose. Unless noted, the call rests on the fitted dose curve; in most records, active means well fitted curve in the direction sought with a large enough effect; inconclusive means small, poorly fitted or top-dose-only effect, or another doubt; inactive means no such curve, though single readings can be large; an effect the other way counts as inactive or inconclusive. This is a subset. The share of hits here may be higher or lower than overall.

SMILES	Nrf2 inh	pAkt inh	A549 viability	EPAC2 agonist	MmCpn inh	CCT modulator	TGFb inhibitor	EPAC2 antag	Nrf2 ARE act
CC(C)CCNC(=O)c1cn(C)c2ccc(S(=O)(=O)N3CCOCC3)cc2c1=O	0.6%	nt	3.2%	nt	nt	nt	-6.5%	nt	0.9%
O=C(CCc1c[nH]c2ccccc12)NCC1CCCO1 (centres undefined)	12.8%	i	-1.2%	4.7%	-0.5%	-1.8	24.9%	-0.8%	0.4%
CC1CCc2sc(C(=O)NNC(=O)c3ccncc3)cc2C1 (centres undefined)	0.8%	i	-0.6%	0.7%	-1.1%	2.0	-14.4%	14.2%	0.5%
c1ccc(C[n+]2cccc(-c3ccccc3)c2)cc1	18.4µM*	i	0.9%	8.4%	0.2%	-3.2	-37.5%	3.2%	0.4%
COc1cccc(NC(=O)COc2cccc(-n3cnnn3)c2)c1	0.8%	i	10.6%	11.4%	2.4%	1.2	12.8%	2.0%	-0.6%
NS(=O)(=O)c1ccc(CCNC(=O)c2ccc3c(c2)OCO3)cc1	-17.2%	i	1.4%	1.4%	-0.6%	1.5	17.8%	1.1%	0.4%
O=C(OCCOCCN=C1NS(=O)(=O)c2ccccc21)c1ccc(F)cc1	-10.6%	i	1.2%	3.6%	0.6%	0.5	-0.3%	4.1%	-0.2%
COC(=O)C1=C(C)NC(=O)C1(NC(=O)c1ccncc1)C(F)(F)F (centres undefined)	-2.0%	i	10.4%	-4.2%	0.7%	-2.8	29.7%	-0.4%[57.1 µM]	-0.7%
COc1cccc(/C=N\NC(=O)C2=NNC(=O)C2C)c1O (centres undefined)	-3.5%	i	-4.7%	-1.2%	-0.4%	-3.5	1.5%	0.6%	0.2%
CC(C)(C)C(=O)Nc1cccc(S(=O)(=O)NC2=NCCC2)c1	2.6%	i	-0.8%	8.0%	0.5%	3.4	14.2%	0.4%	0.6%
Cc1cc(=O)n2c(sc3ccccc32)c1C#N	-2.6%	i	5.1%	13.9%	-15.3%	-0.5	-11.7%	0.0%	0.1%
COc1ccccc1N1CCN(/N=C/c2cccc(Cl)c2)CC1	?	i	-12.9%	2.1%	1.3%	0.1	-16.2%	-0.3%	4.7%
O=S(=O)(c1ccccc1)c1nnn2c1nc(Nc1ccccc1)c1cc(Cl)ccc12	9.1%	nt	-1.2%	nt	nt	nt	8.1%	nt	0.8%
Nc1ccc(N2CCOCC2)cc1C(F)(F)F	-27.2%	i	-6.3%	-7.3%	-2.8%	0.7	21.0%	-7.4%	0.2%
Cc1nc(SCC(=O)N2CCOCC2)c2c3c(sc2n1)CCC3	?	i	-3.6%	8.2%	1.5%	-1.0	-5.0%	-9.1%	0.0%
COc1cccc(NC(=O)CCCN2C(=O)C3CC=CCC3C2=O)c1 (centres undefined)	-0.7%	i	-1.3%	2.6%	-1.2%	-0.7	0.0%	3.0%	3.0%
Oc1ccc(-c2csc(Nc3ccccn3)n2)cc1	?	i	-4.6%	7.6%	-0.7%	-0.7	-19.7%	-9.0%	3.7%[9.22 µM]
Cc1ccc(C2CC(c3cccc(C)c3)n3nc(N)nc3N2)cc1 (centres undefined)	4.7%	i	1.0%	15.6%	0.9%	1.1	8.7%	3.4%	0.2%
CN1CCN(c2ccc(S(=O)(=O)N3CCCCC3)cc2NC(=O)c2ccc3ccccc3c2)CC1	-9.7%	i	-3.0%	2.9%	-0.4%	-2.4	35.5µM*	-12.4%	5.3%
CCOc1cc(CNn2c(C)nnc2SCC(=O)NC(C)(C)C)ccc1OCC(=O)NC(C)(C)C	-13.0%	i	8.6%	21.0%	-0.1%	1.7	1.3%	5.1%	-0.2%
CCOC(=O)c1c(Nc2ccc(C)cc2)nnc(-c2ccccc2)c1-c1ccccc1	18.4µM*	nt	-14.5%	nt	nt	nt	?	nt	1.0%
Cc1cccc(NS(=O)(=O)c2ccc(Cl)cc2)n1	1.8%	i	-0.2%	-2.0%	0.4%	-4.6	36.6%[activator]	0.4%	0.3%
O=C(NC1CC1)c1ccc2nc([C@H]3C[C@H](O)[C@@H](CO)O3)[nH]c2c1	nt	i	nt	3.0%	nt	-0.8	15.7%	-0.7%	0.6%
c1cc(C2CCN(Cc3nc(-c4ccc5c(c4)OCO5)no3)CC2)ccn1	16.4µM*	i	-6.6%	5.1%	-1.1%	-0.7	-27.9%	-2.4%	2.7%
CCOC(=O)C1C(=O)NC(N2CCN(c3ccccc3)CC2)=NC1c1ccccc1 (centres undefined)	-12.9%	i	-12.1%	0.2%	0.0%	2.8	-0.8%	10.1%	-0.6%
O=C(Nc1cccc(Cl)c1)c1cc(S(=O)(=O)NCCc2ccc(Cl)cc2)ccc1F	-19.3%	i	-5.5%	8.3%	-0.1%	0.2	11.2µM*	1.6%	-2.1%
O=C(COC(=O)c1cc(S(=O)(=O)N2CCCCC2)ccc1Cl)NCc1ccco1	?	i	-5.9%	4.0%	-2.6%	-3.8	-2.6%	-2.1%	-0.1%
CC1(C)CC2CC(C)(CN2c2ncnc3ccccc23)C1 (centres undefined)	10.3µM*	i	?	0.4%	-2.5%	-1.7	?	-0.3%	-0.1%
CN1CCN(CCCNc2nc3ccccc3c3nc(-c4ccccc4)nn23)CC1	12.2%	i	12.8%	11.3%	nt	-1.5	20.6%	2.3%	0.4%
COc1ccc(C(=O)N/C(N)=N/c2nc3ccccc3o2)cc1	?	i	-27.4%	2.2%	1.0%	-1.2	-5.9%	5.3%	4.0%
CCN(CC)c1ncnc2c1ncn2Cc1c(Cl)cccc1Cl	?	i	1.9%	-0.9%	-0.6%	2.3	3.0%	10.5%	2.9%
O=[N+]([O-])c1cccc(-c2cnc3ccccc3n2)c1	?	i	5.9%	11.2%	-4.2%	-4.3	?	3.6%	6.31µM*
Cc1noc(C)c1COc1ccc(C(=O)N2CCN(S(=O)(=O)c3ccccc3)CC2)cc1	-13.3%	i	-0.4%	6.4%	2.9%	-3.6	11.2%	-7.0%	3.0%
COc1ccc(C(=O)OCC(=O)NC2CCCCCC2)c(OC)c1	2.1%	i	0.8%	6.6%	-3.1%	2.6	-9.4%	5.5%	0.7%
CS(=O)(=O)N(CC(=O)N1CCN(Cc2ccccc2)CC1)c1cccc(Cl)c1	-22.6%	i	-4.7%	5.5%	-6.5%	-1.9	-3.2%	0.5%	0.2%
Cc1nn(-c2ccccc2)c2sc(C(=O)N3CCc4ccccc4C3)cc12	-22.2%	i	-0.6%	5.5%	-9.1%	-1.8	?	-4.8%	-0.1%
O=C(Nc1cccc2ccccc12)NC1CCCCC1	-11.4%	i	-6.7%	-0.9%	-0.5%	-1.7	-3.6%	0.4%	-0.6%
COC(=O)c1cc(Cl)c(NC(=O)Cc2ccccc2)cc1OC	-9.0%	i	1.4%	11.9%	1.0%	-1.3	4.0%	-1.3%	-0.3%
CC(C)Sc1nc2c(cnn2-c2ccc(Cl)cc2)c(=O)[nH]1	?	i	0.5%	0.4%	3.8%	-1.5	7.3%	2.1%	-0.5%
COc1ccc(C(=O)NCc2nnc(SCC(=O)c3ccccc3)o2)cc1	-7.8%	i	-6.9%	3.2%	1.0%	-1.5	6.0%	-6.3%	0.5%

Single entries from the results shown:
Under Nrf2 inh, CC(C)(C)C(=O)Nc1cccc(S(=O)(=O)NC2=NCCC2)c1 is entered as 2.6%
Under Nrf2 ARE act, Cc1nc(SCC(=O)N2CCOCC2)c2c3c(sc2n1)CCC3 is entered as 0.0%

Additional compounds
SMILES	Nrf2 inh	pAkt inh	A549 viability	EPAC2 agonist	MmCpn inh	CCT modulator	TGFb inhibitor	EPAC2 antag	Nrf2 ARE act
Cc1ccnc(N2C(=O)C3C4CC(C(Br)C4Br)C3C2=O)c1 (centres undefined)	8.2%	i	5.5%	-5.1%	1.4%	-2.1	18.1%	-2.8%	-0.2%
COc1ccc(Cc2nnc(SCC(=O)N3CCCC3)o2)cc1	0.9%	i	1.9%	6.0%	0.2%	-0.8	-8.7%	2.6%	-0.6%
Cc1ccc(S(=O)(=O)N2[C@@H](c3ccc(F)cc3)C(C(=O)O)=CC[C@H]2c2cccs2)cc1	-0.4%	i	-11.3%	5.0%	-1.5%	-1.4	?	10.0%	-0.8%
O=C(NCCc1ccccc1)c1cnc2sc(N3CCCCCC3)nn2c1=O	5.3%	nt	0.3%	nt	nt	nt	0.0%	nt	1.1%
Cn1c(N)c(C(=O)COC(=O)C2(c3ccc(F)cc3)CCCC2)c(=O)n(C)c1=O	?	i	-5.9%	-7.1%	1.4%	-0.1	-1.9%	-3.4%	4.9%
O=S(=O)(c1ccc(Cl)s1)N1CCN(c2ncccn2)CC1	-2.5%	i	4.3%	2.9%	-0.1%	0.1	1.7%	10.3%	0.1%
CN(c1ccc(C(=O)NCc2ccccc2)cc1)S(C)(=O)=O	14.7%	i	10.5%	4.6%	1.7%	-3.7	3.1%	10.1%	-0.3%
Cc1ccc(-c2nn3c(C)nnc3c3ccccc23)cc1S(=O)(=O)NCc1ccco1	-2.5%	i	-3.6%	-8.5%	1.0%	0.1	11.8%	-1.4%	4.7%
COc1ccc(CCNc2ccc(S(N)(=O)=O)cn2)cc1	?	i	-0.1%	-1.3%	0.7%	0.7	0.8%	-12.2%	-0.2%
COc1ccc(CCNC(=S)NC(=O)c2cccc(Cl)c2)cc1OC	-13.9%	i	2.1%	24.8%	-1.3%	1.9	-27.5%	-0.5%	4.5%
COC(=O)c1cc(=O)nc(NN=C2CCCCC2)s1	nt	i	nt	-1.4%	nt	1.0	9.4%	-3.4%	8.0%
